LMPTP inh – blocks human LMPTP phosphatase | P24666 | recombinant LMPTP-A, OMFP fluorogenic substrate, fluorescence intensity | inhibition, % at 20 µM | actives 0.22% (n = 360,000) | AID 651560;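 active = compounds that cut the enzyme signal by at least half of the control window in the single-dose screen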;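 note: plate controls were DMSO wells with enzyme plus substrate for no effect and substrate without enzyme for full effect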
Target sequence (P24666 whole entry, looked up): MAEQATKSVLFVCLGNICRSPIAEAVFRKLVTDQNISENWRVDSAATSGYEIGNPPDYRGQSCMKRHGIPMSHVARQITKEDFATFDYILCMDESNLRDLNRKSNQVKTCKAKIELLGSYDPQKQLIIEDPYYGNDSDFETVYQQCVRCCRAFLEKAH
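Test system: LMPTP-A phosphatase enzyme. Amount: LMPTP-A at 0.625 nM final in the reaction. Reagent: OMFP substrate, 400 µM final. Times: 50 min at room temperature. Signal: endpoint fluorescence intensity from OMFP dephosphorylation. Read-out basis: % inhibition. Benchmarks: no-enzyme and uninhibited controls.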
MsrA inh – inhibitors of bovine MsrA. purified bovine MsrA, absorbance read-out. inhibition, % at 15.5 µM. actives 0.75% (n = 360,000). AID 651718; in the data active = inhibition above about 4.5%;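 note: 0% = vehicle wells with enzyme and 100% = reference inhibitor wells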
STEP block – STEP (human) phosphatase inhibition; P54829; recombinant STEP, OMFP fluorogenic substrate, fluorescence; inhibition, % at 20 µM; actives 0.25% (n = 360,000);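 active = inhibition at 20 µM, scaled per plate between control wells, above about 37%, limit read from the data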;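 note: 0% = DMSO with enzyme and substrate and 100% = substrate only without enzyme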
Target sequence (P54829 whole entry, looked up): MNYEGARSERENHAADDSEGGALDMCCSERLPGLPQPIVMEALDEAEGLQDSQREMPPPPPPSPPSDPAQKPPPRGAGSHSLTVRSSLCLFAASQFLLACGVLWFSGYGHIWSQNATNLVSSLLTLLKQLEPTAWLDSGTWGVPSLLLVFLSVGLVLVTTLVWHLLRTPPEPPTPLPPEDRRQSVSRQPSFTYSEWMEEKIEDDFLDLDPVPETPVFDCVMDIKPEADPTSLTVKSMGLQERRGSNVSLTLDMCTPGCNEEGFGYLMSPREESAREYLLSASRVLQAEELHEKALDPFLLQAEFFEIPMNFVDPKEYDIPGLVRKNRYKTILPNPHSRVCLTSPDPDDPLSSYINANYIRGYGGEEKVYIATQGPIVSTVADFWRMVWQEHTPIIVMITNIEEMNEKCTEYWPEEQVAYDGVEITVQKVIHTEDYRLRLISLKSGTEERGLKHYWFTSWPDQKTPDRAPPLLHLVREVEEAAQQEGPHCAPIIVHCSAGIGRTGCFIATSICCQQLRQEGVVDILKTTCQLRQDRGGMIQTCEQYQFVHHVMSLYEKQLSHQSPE
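Test system: STEP tyrosine phosphatase / Reagent: OMFP at 25 µM / Doses: 20 µM, 1% DMSO / Read-out: percent inhibition scaled to no-enzyme and uninhibited-enzyme controls, plate-pattern corrected / Detection: FITC-channel fluorescence of OMFP product / Medium: Bis-Tris buffer pH 6.0, 2.5 mM DTT, 0.005% Tween 20 / Schedule: 20 min at room temperature, dark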
Tb MetRS inh – blocks T. brucei methionyl-tRNA synthetase activity; purified T. brucei MetRS, ATP depletion, Kinase-Glo luminescence; inhibition, % at 11.9 µM; AID 624268; actives 0.4% (n = 360,000);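 active = inhibition above a per-plate cutoff of the control wells' mean inhibition plus 3 SD, cut at about 5.5% in these data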;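 note: 0% = DMSO wells median and 100% = median of wells with control inhibitor compound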
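Test system: purified T. brucei MetRS enzyme. Also added: ATP, methionine and E. coli bulk tRNA substrates. Compound: 11.9 µM single point. Schedule: 15 min enzyme-compound preincubation, 2 h reaction, 10 min detection, 25 °C. Signal: luciferase luminescence of residual ATP, Kinase-Glo. Evaluation: percent inhibition versus plate control medians. Controls: DMSO wells, low control.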
SUMO1 PPI mod – modulators of human SUMO1-mediated protein-protein interactions; SUMO1 binding to a labelled peptide, TR-FRET, 1 h; P63165; inhibition, % at 20 µM; actives 0.33% (n = 360,000); AID 602429; in the data active = inhibition above about 37%
Target sequence (P63165 whole entry, looked up): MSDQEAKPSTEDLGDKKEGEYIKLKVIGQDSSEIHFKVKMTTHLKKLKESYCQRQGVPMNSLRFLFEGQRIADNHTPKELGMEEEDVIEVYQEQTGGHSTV
NRP1-CendR mod – NRP-1/CendR interaction modulation; FAM-RPARPAR peptide binding to NRP-1, fluorescence polarization; inhibition, % at 25 µM; actives 0.85% (n = 360,000);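 active = inhibition or corrected inhibition above about 18%, plus a signal ratio from 0.5 to 1.5, limit read from the data, passing the limit was not always enough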; note: strong numbers were not always called active
DNMT1 block – DNMT1 (human) enzyme inhibition | P26358 | DNMT1 molecular beacon, Hinp1I cleavage, fluorescence | inhibition (reported as % activation of signal), % at 10 µM | actives 0.83% (n = 360,000) | AID 588458; in the data active = inhibition above about 50%
Scp1 inh – Scp-1 (human) phosphatase inhibition | Q9GZU7 | Recombinant Scp1, phosphopeptide, malachite green phosphate absorbance | inhibition, % at 20 µM | actives 0.88% (n = 340,000) | AID 493091;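 active = inhibition above about 50% at 20 µM, limit read from the data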;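 note: plate controls were DMSO wells with enzyme for no effect and wells lacking enzyme for full effect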
Target sequence (Q9GZU7 76-261 limits assumed): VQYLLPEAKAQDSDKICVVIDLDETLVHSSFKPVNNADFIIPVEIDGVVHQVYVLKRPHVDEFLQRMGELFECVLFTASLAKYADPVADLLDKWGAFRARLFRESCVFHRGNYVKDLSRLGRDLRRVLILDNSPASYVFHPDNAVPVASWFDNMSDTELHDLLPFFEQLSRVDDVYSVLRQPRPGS
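Test system: SCP-1 phosphatase catalytic domain, residues 76-261; measured by: colorimetric phosphate reagent with accelerator and stabiliser, absorbance at 630 nm; timing: enzyme reaction 45 min at room temperature, colour 5 min, stabilisation 30 min; also added: Phosphorylated 17-residue peptide substrate; compound dosing: one concentration, 20 µM, with 1.0% DMSO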
MsrA act – activates bovine MsrA enzyme; AID 602163; activation, % at 10.6 µM; purified bovine MsrA, absorbance read-out; actives 0.3% (n = 360,000); in the data active = activation above about 7.5%;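 note: 0% = vehicle and 100% = reference activator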
E coli Lon inh – inhibitors of E. coli Lon protease; actives 0.42% (n = 360,000); inhibition, % at 7.94 µM; purified E. coli Lon protease, fluorescence polarization; AID 602123; in the data active = inhibition above about 13%, passing the limit was not always enough;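 note: 0% = enzyme with probe and DMSO and 100% = no enzyme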
* = called active by the depositor; / = not tested or not shown.

NRP1-CendR mod	DNMT1 block	Tb MetRS inh	E coli Lon inh	LMPTP inh	MsrA inh	Molecule	MsrA act	STEP block	Scp1 inh	SUMO1 PPI mod
0	2	-1.4	-10	-1.1	1.2	Cc1nc(SCc2ccc(F)cc2)n[nH]1	-3	-4	1	6
-6	-1	-0.4	-9	-1.0	2.6	COc1ccc(C2/C(=C(/O)c3ccc(S(=O)(=O)N4CCOCC4)cc3)C(=O)C(=O)N2CCN2CCOCC2)cc1 (centres undefined)	-1	-2	-7	-21
-4	0	0.3	-6	1.6	19*	CCCCc1n[nH]c2c1/C(=N/OCC)CC(C)(C)C2	-2	-1	-2	1
-2	-1	0.6	-2	-2.4	0.2	C/C(=N\NC(=O)CN1CCN(Cc2ccc(C)cc2)CC1)c1ccncc1	-2	-1	-6	-6
-2	0	0.5	1	-1.0	1.9	CC(C)(C)NCC(O)COc1cccc2[nH]c(=O)[nH]c12 (centres undefined)	-2	2	-9	0
-6	0	-0.3	9	-2.2	-0.7	O=C(O)CCCNC(=O)CCn1nnc2ccccc2c1=O	-3	-2	-4	0
7	1	0.0	5	0.4	-0.7	O=C(CSc1nc2ccccc2c(=O)[nH]1)Nc1ccc(N2CCOCC2)c(Cl)c1	-3	0	-5	-2
0	0	-0.1	-6	-0.4	0.2	CCC(=O)Nc1cccc(-n2nnnc2SCC(=O)N(C(C)C)C(C)C)c1	-3	-2	-11	35
-7	0	-0.2	2	-7.0	-1.5	CN1CCC(N(C)C(=S)NC(=O)C23CC4CC(CC(C4)C2)C3)CC1	-9	-1	5	0
8	1	0.3	-3	-0.3	0.5	CC1(C)C2CCC13CS(=O)(=O)N[C@@H]3C2 (some centres undefined)	0	-2	-6	2
-2	2	-0.5	11	-0.4	0.2	CC(=O)c1cccc(NC(=O)c2noc3c2CCc2ccccc2-3)c1	-3	-1	-6	0
19	1	-1.4	22*	2.2	1.5	Oc1cccc(/C=N/c2c(-c3ccco3)nc3ccccn23)c1	-6	1	-5	-5
16	3	-0.7	-9	-1.1	-0.1	COC(=O)c1coc(-c2ccc(OC)cc2)c1C(=O)OC	-3	3	-7	-1
-2	-1	0.0	-33	-0.6	-1.9	C=C(C)Cn1cnc2cc(C)c(C)cc21	0	-3	-7	-3
3	-2	0.2	-12	-0.6	-0.7	O=C(NC1CCOC1)c1ccc(OC2CCN(CCc3ccccc3)CC2)cc1 (centres undefined)	-1	2	-5	6
-1	2	-0.3	-5	-1.6	-0.4	c1ccc(Cn2nnc3c(NCCN4CCOCC4)ncnc32)cc1	-5	-6	-4	2
-12	2	0.3	-12	-1.2	0.8	COc1ccc(CCNC(=O)c2ccccc2Cl)cc1OC	0	-3	-5	1
8	3	-0.2	8	-1.0	0.5	COc1ccc(N2CCN(CCN3C(=O)c4ccccc4C3=O)CC2)cc1	-3	-1	-5	3
-10	-11	-0.1	0	-1.9	-0.6	COc1cccc(CNC(=O)COC(=O)c2ccc(-c3ccc(O)cc3)cc2)c1	5	0	/	-2
-6	5	6.9*	-2	0.9	1.8	O=C(COc1ccc([N+](=O)[O-])cc1)NCCc1nc2ccccc2[nH]1	-3	1	-1	-17
-6	-2	-0.8	-2	-1.6	0.4	O=C(NC1CCC(O)CC1)c1cccc2cccnc12 (centres undefined)	-2	0	-3	2
-5	-1	-0.2	-4	6.4	0.1	Cc1nc(S(=O)(=O)c2ccc(Cl)cc2Cl)nc2c1CCC2	-5	-4	-2	1
2	-3	-0.3	-2	-1.5	1.4	Cc1cccc(CC(C)NC(=O)CCc2nnc(-c3ccccc3)o2)n1 (centres undefined)	1	2	-9	-4
12	-4	-0.2	-2	1.8	-0.2	Cc1oc2ccc(NS(=O)(=O)c3ccccc3)cc2c1C(=O)Nc1ccccc1	-5	-2	-7	1
3	3	-1.1	10	0.7	0.6	COCCC(=O)N1CCCC(CCC(=O)NCc2ccc(F)c(F)c2)C1 (centres undefined)	-9	-2	10	0
6	2	-0.6	0	-6.6	-1.0	CCOc1ccc(Br)cc1S(=O)(=O)NCCN1CCCC1	-2	-1	-11	-1
-1	2	-0.2	4	-0.9	0.5	CC(NC(=O)c1cccc(S(=O)(=O)N2CCN(C)CC2)c1)C1CC2CCC1C2 (centres undefined)	-2	-2	2	1
3	1	-0.2	1	1.5	0.1	Cc1cccc(NC(=O)CNC(=O)c2cn(Cc3ccccc3)nc2-c2cccnc2)c1C	-9	-1	-3	2
-1	2	-1.6	4	1.2	-1.3	Cc1cccc(OCc2nnc(N)s2)c1C	-9	1	8	1
-10	1	-0.2	-7	-1.2	1.2	O=C(NCc1ccc(Cl)cc1)C1CCCN(c2cnccn2)C1 (centres undefined)	-7	0	-6	2

3 entries out of the list above, sorted by their value in MsrA act, high to low:
Structure	MsrA act
C=C(C)Cn1cnc2cc(C)c(C)cc21	0
O=C(O)CCCNC(=O)CCn1nnc2ccccc2c1=O	-3
c1ccc(Cn2nnc3c(NCCN4CCOCC4)ncnc32)cc1	-5

Reprinted from the entries so far (two entries):
NRP1-CendR mod	DNMT1 block	Tb MetRS inh	E coli Lon inh	LMPTP inh	MsrA inh	Molecule	MsrA act	STEP block	Scp1 inh	SUMO1 PPI mod
-6	5	6.9*	-2	0.9	1.8	O=C(COc1ccc([N+](=O)[O-])cc1)NCCc1nc2ccccc2[nH]1	-3	1	-1	-17
-6	-2	-0.8	-2	-1.6	0.4	O=C(NC1CCC(O)CC1)c1cccc2cccnc12 (centres undefined)	-2	0	-3	2

Next part
NRP1-CendR mod	DNMT1 block	Tb MetRS inh	E coli Lon inh	LMPTP inh	MsrA inh	Molecule	MsrA act	STEP block	Scp1 inh	SUMO1 PPI mod
-18	-5	-0.1	8	-0.6	-0.5	O=S(=O)(c1cccc2cccnc12)N(CCO)CCO	0	2	-12	-5
5	1	-0.5	3	0.4	-0.2	Cc1ccc(S(=O)(=O)N2CCCC(C(=O)NC3=NCCS3)C2)cc1 (centres undefined)	-5	0	-13	-5
-7	-14	-0.3	1	-0.8	0.2	C/C=C\C=C/C(=O)Nc1cccc(C2=NOC3(C2)C[C@@H](C(N)=O)N(C(=O)C2(C)CC2)C3)c1 (some centres undefined)	-4	1	-3	-3
1	-10	-0.3	6	0.1	-0.1	C[C@H](CO)N1C[C@H](C)[C@H](CN(C)S(=O)(=O)c2cn(C)cn2)Oc2ccc(NC(=O)Nc3ccc(C(F)(F)F)cc3)cc2CC1=O	1	-2	-4	-2
-6	-3	-0.1	2	-1.5	/	COc1ccc(Nc2nc(N)nc(CSc3nccc(C)n3)n2)cc1	-3	-2	9	-4
-6	-5	-0.4	2	0.6	4.5*	Cc1ccc2nc(-c3ccc(NC(=O)COCC(=O)O)cc3)sc2c1	-5	-1	26	-3
12	4	-0.7	-6	-1.0	-0.5	CC(NC(=O)c1ccc(C(F)(F)F)cc1)C(c1ccccc1)N1CCOCC1 (centres undefined)	-4	-2	-2	4
4	0	-0.7	3	-2.9	1.4	O=S1(=O)CC/C(=N/Nc2ccccn2)c2cc(F)ccc21	-4	-1	-11	-10
-13	5	-0.2	-5	-1.5	-1.3	CC(C)(C)c1ccc(CC(=O)N2CCC2(C)C(=O)NS(=O)(=O)c2cccs2)cc1 (centres undefined)	-3	-4	/	-8
-5	-1	-0.7	22*	-1.8	0.6	COc1ccc([N+](=O)[O-])cc1NC(=O)C(C)c1ccccc1 (centres undefined)	-4	-2	-8	-20
0	-1	22*	1	-0.9	0.3	O=C(NCc1cc(Cl)cc(Cl)c1)c1ccc2nc([C@H]3C[C@H](O)[C@@H](CO)O3)[nH]c2c1	-2	-3	/	14
2	-3	-0.2	-4	0.8	1.1	Cc1ccccc1/C=C/C12NC(=O)CN1c1ccccc1C2(C)C (centres undefined)	-2	2	-7	8
-2	44	-0.2	-12	-0.6	1.3	CCC(C)n1c(SCC(=O)N(CC)c2c(N)n(Cc3ccccc3)c(=O)[nH]c2=O)nc2ccccc2c1=O (centres undefined)	-4	0	-7	6
-3	1	-0.5	5	1.7	0.6	COc1ccc(NC(=O)CN2C(=O)c3cccc4cccc2c34)c(OC)c1	-1	-3	-5	-15
-15	3	-0.7	-1	0.9	-0.1	CCCOC(=O)c1ccc(NC(=O)c2cc(OC)c(OC)c(OC)c2Br)cc1	-9	2	-18	-3
3	-2	-0.3	-10	-3.8	-1.1	COc1cc(C(=O)N2CCN(C(=O)c3ccco3)CC2)cc(OC)c1OC	-5	-2	-1	-3
5	10	-0.9	3	0.8	-0.9	Nc1ncnc(Nc2cc(C(F)(F)F)cc(C(F)(F)F)c2)n1	-3	0	-5	5
10	0	-0.5	-4	-0.3	-1.1	Cn1c(C(=O)N2CCC(C(=O)NCc3ccccc3)CC2)cc2sccc21	-5	-3	-4	-1
-4	1	-0.2	-9	-1.7	-0.6	CC1CCCN(C(=O)COC(=O)C2=COCCO2)C1 (centres undefined)	-2	-2	-15	4
5	-2	-1.0	6	-2.2	-0.2	Cc1ccc(OCC(=O)N2CCCCCCC2)cc1	-4	-3	-7	-1

Profiles, quoted from the list. Order of values: NRP1-CendR mod | DNMT1 block | Tb MetRS inh | E coli Lon inh | LMPTP inh | MsrA inh | MsrA act | STEP block | Scp1 inh | SUMO1 PPI mod
Cn1c(C(=O)N2CCC(C(=O)NCc3ccccc3)CC2)cc2sccc21 is listed with 10 | 0 | -0.5 | -4 | -0.3 | -1.1 | -5 | -3 | -4 | -1
Cc1ccc(OCC(=O)N2CCCCCCC2)cc1 is listed with 5 | -2 | -1.0 | 6 | -2.2 | -0.2 | -4 | -3 | -7 | -1
COc1ccc([N+](=O)[O-])cc1NC(=O)C(C)c1ccccc1 (centres undefined) is listed with -5 | -1 | -0.7 | 22* | -1.8 | 0.6 | -4 | -2 | -8 | -20
CCC(C)n1c(SCC(=O)N(CC)c2c(N)n(Cc3ccccc3)c(=O)[nH]c2=O)nc2ccccc2c1=O (centres undefined) is listed with -2 | 44 | -0.2 | -12 | -0.6 | 1.3 | -4 | 0 | -7 | 6

3 compounds already listed, ordered by molecular weight, low to high.
NRP1-CendR mod	DNMT1 block	Tb MetRS inh	E coli Lon inh	LMPTP inh	MsrA inh	Molecule	MsrA act	STEP block	Scp1 inh	SUMO1 PPI mod
3	3	-1.1	10	0.7	0.6	COCCC(=O)N1CCCC(CCC(=O)NCc2ccc(F)c(F)c2)C1 (centres undefined)	-9	-2	10	0
10	0	-0.5	-4	-0.3	-1.1	Cn1c(C(=O)N2CCC(C(=O)NCc3ccccc3)CC2)cc2sccc21	-5	-3	-4	-1
3	-2	0.2	-12	-0.6	-0.7	O=C(NC1CCOC1)c1ccc(OC2CCN(CCc3ccccc3)CC2)cc1 (centres undefined)	-1	2	-5	6

Compound activity deposited in PubChem BioAssay by several laboratories.
